Compound activity deposited in PubChem BioAssay by several laboratories.
Avidin bead fluor: avidin bead compound fluorescence profile; 220,000 tested, 0.38% active; fluorescence (KMESF) at 10 µM; AID 1775; Avidin beads, compound fluorescence 488/530 nm, flow cytometry; hits give high values; in the data active means fluorescence above about 47; further: inactives centre near 10
Mcl1-Noxa inh: disrupts binding of human Mcl-1 to Noxa peptide; Q07820; TR-FRET Mcl-1/Noxa peptide binding, 2 h; inhibition, % at 21.7 µM; 220,000 tested, 1.5% active; AID 1022;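 active means compounds that cut the protein-peptide binding signal by more than 50% relative to plate controls in a single-dose test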;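 further: His-tagged Mcl-1 with rhodamine Noxa BH3 peptide and terbium anti-His antibody; 0% = Mcl-1 plus Noxa peptide wells and 100% = peptide-only wells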
Target sequence (Q07820 whole entry, looked up): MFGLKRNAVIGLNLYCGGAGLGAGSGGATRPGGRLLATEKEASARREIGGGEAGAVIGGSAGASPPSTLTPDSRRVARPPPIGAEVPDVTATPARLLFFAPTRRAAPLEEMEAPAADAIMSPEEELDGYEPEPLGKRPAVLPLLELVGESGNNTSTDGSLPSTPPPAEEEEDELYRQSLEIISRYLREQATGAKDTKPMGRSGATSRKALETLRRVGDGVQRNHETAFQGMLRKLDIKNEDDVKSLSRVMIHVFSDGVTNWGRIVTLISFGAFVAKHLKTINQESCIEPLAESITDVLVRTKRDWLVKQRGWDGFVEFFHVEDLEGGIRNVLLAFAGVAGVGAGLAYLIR
Pf gamet viab: P. falciparum stage V gametocyte viability inhibition. P. falciparum stage V gametocytes, ATP luminescence, 24 h. inhibition, % at 10.9 µM. 150,000 tested, 0.065% active. AID 743093;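 active means inhibition above the mean plus 3 SD of compounds within the control limits, set per campaign, cut at about 38% in these data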;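 further: 0% = DMSO wells and 100% = medium only without gametocytes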
Mcl1-Bid inh: disrupts binding of human Mcl-1 to Bid peptide. Q07820. TR-FRET Mcl-1/Bid-Dy647 peptide binding, 1536-well. inhibition, % at 21.7 µM. 220,000 tested, 0.97% active. AID 1021;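 active means compounds that cut the binding signal by more than half at the single screening dose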;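 further: His-tagged Mcl-1 with europium anti-His antibody binding Bid BH3 peptide; 0% = Mcl-1 plus peptide wells and 100% = peptide-only wells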
Numbers without * were called inactive.

#1 Cc1onc(-c2c(Cl)cccc2Cl)c1/C(N)=N/OC(=O)N(C)C
#2 O=C1NC(=O)N(Cc2ccco2)C(=O)/C1=C\c1ccc(-c2ccc(F)cc2)o1
#3 CCOP(=S)(OCC)Oc1cc(C)oc(=O)c1
#4 C=CCn1c(O)c(/C=N/NC(=O)c2ccncc2)c(=O)[nH]c1=O
#5 O=C(Nc1ccc(Cl)cc1)OC1CN2CCC1CC2 (centres undefined)
#6 O=c1[nH]c(=O)n(C2CCCCCC2)c(O)c1C=NCc1cccnc1
#7 O=c1[nH]c(=S)n(Cc2ccc(F)cc2)c(O)c1C=NCCCn1ccnc1
#8 Cc1cccc(NC2=NCCCS2)c1
entry no.	1	2	3	4	5	6	7	8
Avidin bead fluor	3	5	7	7	10	9	5	5
Mcl1-Noxa inh	3	70*	13	-45	1	6	19	6
Pf gamet viab	-13	-12	7	11	0	-13	-14	11
Mcl1-Bid inh	-5	-37	-16	-32	-11	-6	-73	-6

#9 CCCCn1c(O)c(/C=N/N2CCOCC2)c(=O)[nH]c1=S
#10 CN(C)c1ccc(C(=O)N/N=C/C23CC[C@@H](O)CC2(O)CC[C@@H]2[C@@H]3CCC3(C)C(C4=CC(=O)OC4)CCC23O)cc1 (some centres undefined)
#11 CCc1n[nH]c(CCN)n1
#12 Cn1c(O)c(/C=N/N2CCOCC2)c(=O)n(C)c1=S
#13 CCCCC(=O)N/N=C/c1c(O)n(CCc2ccccc2)c(=O)[nH]c1=O
#14 CCC(C)n1c(O)c(C=NCCc2ccccc2)c(=O)[nH]c1=S (centres undefined)
#15 O=c1[nH]c(O)c(Cc2ccc3c(c2)OCO3)c(=O)[nH]1
#16 Cn1c(O)c(C(=Nc2ccc(F)cc2)c2ccccc2Cl)c(=O)n(C)c1=O
entry no.	9	10	11	12	13	14	15	16
Avidin bead fluor	7	8	3	5	8	6	10	8
Mcl1-Noxa inh	1	22	9	-23	-133	3	-4	16
Pf gamet viab	16	-18	-8	-1	-2	4	4	-19
Mcl1-Bid inh	-29	-40	9	-39	-76	-27	-10	-8

#17 CCCCC/C(=N/O)c1c(C)[nH]c2ccccc12
#18 CCOc1ccc(-n2c(O)c(C=Nc3ccc(NC(C)=O)cc3)c(=O)[nH]c2=O)cc1
#19 CCc1ccc(-n2c(O)c(C(C)=O)c(=O)[nH]c2=O)cc1 (tested in a mixture with another compound)
#20 CCOc1ccc(N=Cc2c(O)n(CCc3ccc(OC)c(OC)c3)c(=O)[nH]c2=O)cc1
#21 C=CCn1c(O)c(C(C)=NCCc2c[nH]c3ccccc23)c(=O)[nH]c1=O
#22 O=C1NC(=O)C(CCc2ccncc2)(Cc2ccc(OCc3ccccc3)cc2)C(=O)N1
#23 Cn1c(O)c(/C=C2\N=c3ccccc3=C2CCNC(=S)NC2CC2)c(=O)n(C)c1=O
#24 O=C(CCl)Nc1nccs1
entry no.	17	18	19	20	21	22	23	24
Avidin bead fluor	3	8	5	8	8	4	2	6
Mcl1-Noxa inh	4	-10	17	13	11	-11	23	-2
Pf gamet viab	-9	5	-14	-1	-4	-18	-24	-13
Mcl1-Bid inh	-21	-21	-18	23	-28	-32	-17	-16

#25 CC1CN=C(Nc2ccc(F)c(Cl)c2)S1 (centres undefined)
#26 CN1C(=O)C(=Cc2sc(=O)n(-c3ccccc3)c2N2CCCCC2)C(=O)N(C)C1=O
#27 CC(=O)Nc1nnc(CCN(CCc2nnc(NC(C)=O)s2)[N+](=O)[O-])s1
#28 O=C1/C(=C\c2ccc(Cl)c(Cl)c2)N2CCC1CC2
#29 O=c1[nH]c(=O)n(C2CCCCC2)c(O)c1/C=C/C=Nc1ccccc1
#30 Cc1ccc(-n2c(O)c(C=NCCCn3ccnc3)c(=O)[nH]c2=O)cc1
#31 CCCCCn1c(=O)c(C(=O)Nc2nc3ccccc3[nH]2)c(O)c2ccccc21
#32 Cc1cc(C(=O)O)c(C)n1C1CC1
entry no.	25	26	27	28	29	30	31	32
Avidin bead fluor	7	17	7	4	8	4	4	13
Mcl1-Noxa inh	15	-5	6	10	9	-24	-84	20
Pf gamet viab	1	15	-19	6	-29	3	24	10
Mcl1-Bid inh	4	97*	-21	54*	-48	-10	-69	-114

#33 COc1ccc(N=Cc2c(O)n(Cc3ccccc3)c(=S)[nH]c2=O)c(OC)c1
#34 Cc1cccc(OP(N)(=O)Oc2cccc(C)c2)c1
#35 Cn1c(O)c(C=NCCN2CCOCC2)c(=O)n(C)c1=S
#36 O=C1/C(=C\c2cccnc2)N2CCC1CC2
#37 O=[N+]([O-])c1cc(-n2cnnn2)c(O)c([N+](=O)[O-])c1
#38 Cc1cccc(NC(=O)OC2CN3CCC2CC3)c1 (centres undefined)
#39 Cn1c(O)c(/C=N/N2CCOCC2)c(=O)n(-c2ccccc2)c1=S
#40 CN1CCN(/N=C/c2c(O)n(CCC3=CCCCC3)c(=S)[nH]c2=O)CC1
entry no.	33	34	35	36	37	38	39	40
Avidin bead fluor	5	7	5	7	6	5	42	6
Mcl1-Noxa inh	7	2	-10	6	-4	4	4	6
Pf gamet viab	3	-25	-17	16	-41	22	8	8
Mcl1-Bid inh	-15	-46	4	2	-8	-2	-19	-155

3 entries from above in a different format.
Under each structure – Avidin bead fluor, Mcl1-Noxa inh, Pf gamet viab, Mcl1-Bid inh
9. CCCCn1c(O)c(/C=N/N2CCOCC2)c(=O)[nH]c1=S
 : 7, 1, 16, -29
10. CN(C)c1ccc(C(=O)N/N=C/C23CC[C@@H](O)CC2(O)CC[C@@H]2[C@@H]3CCC3(C)C(C4=CC(=O)OC4)CCC23O)cc1 (some centres undefined)
 : 8, 22, -18, -40
11. CCc1n[nH]c(CCN)n1
 : 3, 9, -8, 9

Continuation.
#41 O=c1[nH]c(O)c(C=NC2CCCCC2)c(=O)[nH]1
#42 CCC(=NCCc1ccccc1)c1c(O)[nH]c(=O)[nH]c1=O
#43 CC(C)Oc1ccc(CC2(CCc3ccncc3)C(=O)NC(=O)NC2=O)cc1
#44 COc1ccc(-n2c(O)c(C(C)=Nc3ccc4c(c3)CCC4)c(=O)[nH]c2=O)cc1
#45 CNC(=O)Nc1ccc(C(O)(C(=O)OC)C(F)(F)F)cc1 (centres undefined)
#46 CN1CCC2(CC1)NC(=O)c1ccccc1N2
#47 CCCCn1c(O)c(/C=C2/C=CC=N2)c(=O)[nH]c1=O
#48 Cc1cccc(N2C(=O)NC(=O)/C(=C\C=C\c3ccco3)C2=O)c1
entry no.	41	42	43	44	45	46	47	48
Avidin bead fluor	3	4	4	7	5	9	3	8
Mcl1-Noxa inh	-1	0	10	-1	-24	-7	-9	23
Pf gamet viab	3	-11	0	-7	-33	-6	8	-17
Mcl1-Bid inh	-1	-40	-36	-2	0	-34	-19	-33

#49 C[C@H]1CC[C@H]2NCCN[C@H]2C1
#50 O=C(/C=C/c1ccc2c(c1)OCO2)c1c(O)n(CCc2ccccc2)c(=O)[nH]c1=O
#51 O=C1NC(=O)C(=Cc2coc3ccc(O)cc3c2=O)C(=O)N1
#52 CCCc1c(C)nc(-c2ccc(C)cc2)nc1OC(=O)N(C)C
#53 Cc1cccc(C)c1OP(N)(=O)Oc1c(C)cccc1C
#54 Nc1ccccc1-[n+]1c(-c2ccccc2)cc(-c2ccccc2)cc1-c1ccccc1
#55 CCOP(=O)(OCC)C(NC(=O)NC)C(N)=O (centres undefined)
#56 CCOc1ccc(N=Cc2c(O)n(-c3ccc(C)c(C)c3)c(=O)[nH]c2=O)cc1
entry no.	49	50	51	52	53	54	55	56
Avidin bead fluor	7	8	2	8	7	7	6	7
Mcl1-Noxa inh	-13	-32	33	-24	0	-9	19	2
Pf gamet viab	5	12	7	0	10	-12	2	13
Mcl1-Bid inh	-10	-12	-19	-20	-4	-11	-4	-14

#57 C=CCN=C(SCC(=O)c1ccc(Cl)cc1)c1c(O)n(C)c(=O)n(C)c1=O
#58 NS(=O)(=O)c1ccc(N=Nc2c(O)[nH]c(=S)[nH]c2=O)cc1
#59 COc1ccc(N2C(=O)NC(=O)/C(=C/c3ccc([N+](=O)[O-])s3)C2=O)cc1
#60 CCOc1ccc(Cl)cc1CNCCc1ccccc1F
#61 C#CCOc1ccc2c(c1)c(C(C)=O)c(C)n2Cc1ccccc1
#62 Cn1c(O)c(/C=N/NC(=O)c2ccncc2)c(=O)[nH]c1=S
#63 CC12CC[C@H]3[C@@H](CCC4(O)C[C@H](O)CCC34/C=N/NC(=O)c3ccccc3O)C1(O)CCC2C1=CC(=O)OC1 (some centres undefined)
#64 CCCCNC(=O)NC(C(N)=O)P(=O)(OCC)OCC (centres undefined)
entry no.	57	58	59	60	61	62	63	64
Avidin bead fluor	8	4	6	9	10	2	5	9
Mcl1-Noxa inh	-3	-2	51*	14	1	16	-16	-17
Pf gamet viab	-3	1	-4	-8	-24	7	2	23
Mcl1-Bid inh	-11	-22	-11	0	-3	-84	-57	-27

Arranged by formula weight (smallest number first): three of the compounds above.
#61 C#CCOc1ccc2c(c1)c(C(C)=O)c(C)n2Cc1ccccc1
#58 NS(=O)(=O)c1ccc(N=Nc2c(O)[nH]c(=S)[nH]c2=O)cc1
#63 CC12CC[C@H]3[C@@H](CCC4(O)C[C@H](O)CCC34/C=N/NC(=O)c3ccccc3O)C1(O)CCC2C1=CC(=O)OC1 (some centres undefined)
entry no.	61	58	63
Avidin bead fluor	10	4	5
Mcl1-Noxa inh	1	-2	-16
Pf gamet viab	-24	1	2
Mcl1-Bid inh	-3	-22	-57

An excerpt from above, showing only Mcl1-Noxa inh, Avidin bead fluor and Mcl1-Bid inh:
nr	smiles	Mcl1-Noxa inh	Avidin bead fluor	Mcl1-Bid inh
60	CCOc1ccc(Cl)cc1CNCCc1ccccc1F	14	9	0
34	Cc1cccc(OP(N)(=O)Oc2cccc(C)c2)c1	2	7	-46
29	O=c1[nH]c(=O)n(C2CCCCC2)c(O)c1/C=C/C=Nc1ccccc1	9	8	-48
61	C#CCOc1ccc2c(c1)c(C(C)=O)c(C)n2Cc1ccccc1	1	10	-3

Further compounds.
#65 CC(=NCCCn1ccnc1)c1c(O)n(-c2ccccc2)c(=O)[nH]c1=O
#66 CC(=NCC1CCCO1)c1c(O)n(C2CCCCC2)c(=O)[nH]c1=O (centres undefined)
#67 CCN(CC)c1ccc(N=Cc2c(O)n(-c3ccccc3)c(=O)[nH]c2=O)cc1
#68 O=c1c2ccccc2[nH]c(=S)n1-c1cccnc1
#69 O=[N+]([O-])c1ccc(N2CCCNCC2)c2ncccc12
#70 O=C1NC(=O)N(Cc2ccc(F)cc2)C(=O)/C1=C\c1ccc([N+](=O)[O-])s1
#71 CN1C(=O)/C(=C\c2ccc(N3CCCCCC3)cc2)C(=O)NC1=S
#72 Cc1ccc2c(c1)C1CN(C)CCC1N2C(=O)c1cccs1 (centres undefined)
entry no.	65	66	67	68	69	70	71	72
Avidin bead fluor	8	10	7	2	7	6	6	12
Mcl1-Noxa inh	-7	-20	14	8	13	93*	8	0
Pf gamet viab	4	19	-12	-13	5	-3	16	-2
Mcl1-Bid inh	-12	-18	-71	-6	-24	31	-7	-25

#73 C=CCn1c(O)c(/C(C)=N/NC(=S)Nc2ccccc2)c(=O)[nH]c1=O
#74 COC(=O)C(O)(c1ccc(NC(=O)c2ccccc2)cc1)C(F)(F)F (centres undefined)
#75 CNC(=O)Nc1ccc(C(=O)N/N=C\C23CC[C@@H](O)CC2(O)CC[C@@H]2[C@@H]3CCC3(C)C(C4=CC(=O)OC4)CCC23O)cc1 (some centres undefined)
#76 CC(C)N1CCN(Cc2cc3c(cc2Cl)OCO3)CC1CCO (centres undefined)
#77 O=S(=O)(F)c1ccc2nc(-c3cccc(Sc4ccccc4)c3)cc(Cl)c2c1
#78 CCOC(=O)c1ccc(N=C(CC)c2c(O)n(C)c(=O)n(C)c2=O)cc1
#79 CCOC(=O)c1[nH]ncc1CN1CCCC(C(=O)c2cccc(Cl)c2)C1 (centres undefined)
#80 c1ccc(NC2=NCCS2)cc1
entry no.	73	74	75	76	77	78	79	80
Avidin bead fluor	6	6	8	4	8	9	7	8
Mcl1-Noxa inh	47	13	21	4	4	0	-1	7
Pf gamet viab	-8	6	-3	-15	-1	12	3	6
Mcl1-Bid inh	-125	24	-4	-16	-58	-14	-35	-11

#81 CC1(C)CC(N(CCc2ccccc2)Cc2ccccc2)CCO1 (centres undefined)
#82 CCN1CCc2ccccc2C1
#83 CCOP(=O)(OCC)c1ccc(OP(=O)(c2cccc([N+](=O)[O-])c2)c2cccc([N+](=O)[O-])c2)cc1
#84 CCC(C)n1c(O)c(C=NC(C)c2ccccc2)c(=O)[nH]c1=S (centres undefined)
#85 Cc1ccc(C)c(-n2c(C)nc3ccccc3c2=O)c1
#86 CCOC(=O)C1=C(N)OC2=C(C(=O)CCC2)[C@]12C(=O)N(CC(N)=O)c1ccccc12
entry no.	81	82	83	84	85	86
Avidin bead fluor	5	8	4	8	6	6
Mcl1-Noxa inh	13	8	-1	2	-1	13
Pf gamet viab	16	-3	5	10	1	-4
Mcl1-Bid inh	-13	7	-23	-9	-4	-5

This is a subset; rates above refer to the full screens.
